# From PubChem
# CAL PDZ FP-1 – inhibitors of human CAL PDZ peptide binding. Q9HD26. purified CAL PDZ, TMR-peptide fluorescence polarization, 1 h. inhibition, % at 24.9 µM. 300,000 tested, 0.92% active. AID 602252;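 active = mean inhibition of at least 30% with at least half of replicates also reaching 30%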;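 note: 0% = DMSO neutral control and 100% = excess unlabeled competitor peptide PRC23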
# DAGLB inh – diacylglycerol lipase beta (human) inhibition; HEK293T DAGLB membrane lysate, EnzChek fluorogenic substrate; inhibition, % at 5.17 µM; 340,000 tested, 0.059% active; AID 504411; in the data active = inhibition above about 34%;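 note: 0% = enzyme with vehicle and 100% = wells lacking enzyme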
# V-ATPase pH – yeast V-ATPase proton transport regulation by pHLuorin. 350,000 tested, 0.37% active. S. cerevisiae, pHLuorin cytosolic pH fluorescence. response, % at 10 µM; in the data active = response mostly above about 7.3%, no sharp cut-off; inactive = mostly below about 5.4%; note: actives read high; inactives centre near 0; some compounds called inactive have numbers as strong as hits
# Arrestin-AP2 inh – inhibitors of human beta-arrestin and AP2 interaction; AID 504490; 340,000 tested, 0.31% active; inhibition, % at 10 µM; FITC-arrestin peptide / GST-AP2 beads, flow cytometry; AP2 beta2 appendage carries R879A mutation;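 active = inhibition above a set limit, near 3 SD of compounds lacking own fluorescence, cut at about 54% in these data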;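 note: plate controls were DMSO wells for no effect and 5 µM unlabelled arrestin peptide for full effect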
#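 Measured by: flow cytometry, FL1 (488/535 nm); Material: AP2 appendage R879A on GSH beads; Evaluation: percent response; Timing: pre-incubation 12 min, peptide binding 1 h, room temperature; Also added: 50 nM FITC-arrestin peptide; Medium: PBS with 0.05% Tween 20 and 0.1% BSA.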
# Pemphigus Ab inh – inhibitors of pemphigus antibody binding to human desmoglein-3 | P32926 | DSG3-coupled beads, scFv-anti-DSG3-GFP binding, flow cytometry; active compounds read low | binding (percent of control), % at 10 µM | 310,000 tested, 0.48% active | AID 588358;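 active = binding more than 3 SD below its plate's average and above zero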;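 note: hits lower antibody fragment binding to DSG3; some compounds called inactive have numbers as strong as hits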
# Target sequence (P32926 whole entry, looked up, the tested form may be a part): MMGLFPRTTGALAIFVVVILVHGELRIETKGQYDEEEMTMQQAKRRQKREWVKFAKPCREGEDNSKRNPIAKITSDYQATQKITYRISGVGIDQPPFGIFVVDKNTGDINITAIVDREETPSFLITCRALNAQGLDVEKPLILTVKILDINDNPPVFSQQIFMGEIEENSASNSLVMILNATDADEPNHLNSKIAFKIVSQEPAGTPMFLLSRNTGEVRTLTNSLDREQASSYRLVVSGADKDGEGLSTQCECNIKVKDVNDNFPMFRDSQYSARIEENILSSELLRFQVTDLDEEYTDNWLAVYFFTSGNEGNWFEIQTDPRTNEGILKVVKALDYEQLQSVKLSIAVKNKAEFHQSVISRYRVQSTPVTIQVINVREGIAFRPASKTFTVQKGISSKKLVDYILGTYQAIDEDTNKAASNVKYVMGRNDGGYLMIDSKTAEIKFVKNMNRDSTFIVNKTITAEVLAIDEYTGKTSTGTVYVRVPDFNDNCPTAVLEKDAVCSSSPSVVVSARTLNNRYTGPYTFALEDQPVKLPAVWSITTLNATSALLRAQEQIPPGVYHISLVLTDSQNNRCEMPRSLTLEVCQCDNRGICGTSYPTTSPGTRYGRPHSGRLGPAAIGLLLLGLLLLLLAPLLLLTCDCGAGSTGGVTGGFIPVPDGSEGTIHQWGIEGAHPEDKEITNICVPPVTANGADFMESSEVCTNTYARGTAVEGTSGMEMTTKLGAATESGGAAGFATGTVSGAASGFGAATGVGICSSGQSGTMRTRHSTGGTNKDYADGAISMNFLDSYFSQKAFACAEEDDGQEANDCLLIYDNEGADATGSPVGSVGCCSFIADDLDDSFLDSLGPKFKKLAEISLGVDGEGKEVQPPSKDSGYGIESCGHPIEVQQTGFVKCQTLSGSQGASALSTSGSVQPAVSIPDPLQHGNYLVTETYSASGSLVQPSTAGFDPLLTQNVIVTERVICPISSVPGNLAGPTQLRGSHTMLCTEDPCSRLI
# RTF Ca sens inh – cardiac RTF calcium desensitization. P19429+P45379. IANBD-labeled cardiac RTF, Ca2+ fluorescence. inhibition, % at 7.15 µM. 340,000 tested, 0.12% active;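 active = inhibition above the mean inhibition of all tested compounds plus 3 SD, cut at about 17% in these data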;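 note: assay run at fixed EC70 calcium of 1.6 mM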
# NSD2 HMT inh – inhibitors of human histone methyltransferase NSD2 | O96028 | NSD2 peptide methylation, AlphaScreen, 120 min | inhibition, % at 12.5 µM | 310,000 tested, 0.54% active; in the data active = inhibition above about 50%
# CAL PDZ FP-2 – blocks peptide binding to human CAL PDZ domain | Q9HD26 | purified CAL PDZ, TMR-peptide fluorescence polarization, 1 h | inhibition, % at 20 µM | 330,000 tested, 0.02% active | AID 504414;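 active = highest replicate inhibition of at least 40%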;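 note: plate controls were DMSO neutral control wells for no effect and unlabeled competitor peptide control wells for full effect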
#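 material = purified tagged CAL PDZ domain construct (CerCALP) | buffer or medium = sodium phosphate/NaCl buffer pH 7.4 with TCEP, IgG, Thesit | reagent = TMR-labelled reporter peptide T*-PRC34 bound in PDZ groove | incubation = 1 h room-temperature incubation prior to read | measured by = fluorescence polarization (mP) | evaluation = percent inhibition from loss of millipolarization | control set = unlabelled peptide and DMSO controls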
# LANA DNA inh – inhibitors of KSHV LANA C-terminal domain DNA binding. MBP-C-LANA/FAM-LBS DNA binding, fluorescence polarization. inhibition, % at 9 µM. 340,000 tested, 0.078% active. AID 504423;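 active = highest replicate inhibition at or above 60% at 9 µM, even if other replicates fall short; inactive = all replicates below 60% inhibition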;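 note: 0% = neutral control wells and 100% = 4 µM acridine orange control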
# Keap1-Nrf2 PPI – inhibitors of human Keap1-Nrf2 protein-protein interaction | Q14145 | Keap1 Kelch-Nrf2 peptide fluorescence polarization, 1536-well | inhibition, % at 9.4 µM | 340,000 tested, 0.15% active; in the data active = inhibition above about 12%;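 note: human Keap1 Kelch domain with fluorescein labeled Nrf2 9mer peptide probe; 0% = neutral control wells and 100% = peptide positive control; higher means more block of Keap1 binding to Nrf2 peptide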
# The depositor's hits bear a star; nt = not tested or not shown. Only part of the results is shown, so the mix of outcomes need not match the whole.
SMILES,CAL PDZ FP-1,DAGLB inh,V-ATPase pH,Arrestin-AP2 inh,Pemphigus Ab inh,RTF Ca sens inh,NSD2 HMT inh,CAL PDZ FP-2,LANA DNA inh,Keap1-Nrf2 PPI
CCOC(=O)/C(C#N)=C1/C=C(C)NC(c2ccccc2O)=N1,1,6,0,9,102,-1,6,-0.7,-1.2,0
CC(C)(C)c1ccc(OC2=CS(=O)(=O)c3ccccc32)cc1,-1,-2,2,-6,82,-19,-1,-2.0,0.2,0
O=C(CSc1ccc(Cl)cc1)Nc1cccc(-c2nc3ncccc3o2)c1,-2,-3,2,-2,84,7,0,-3.1,0.8,4
Cc1ccc(C(=O)Nc2ccccc2N2CCCC2)cc1S(=O)(=O)N1CCOCC1,-2,-1,-1,-2,110,1,-3,-1.9,2.6,-4
COc1ccccc1CCC(=O)OCC(=O)Nc1c(C)nn(-c2ccccc2)c1C,-3,-3,-2,2,104,-19,-4,-0.8,-0.5,-1
C=CCOc1ccc(-c2n[nH]c(=S)o2)cc1,28,3,-3,-11,87,-8,2,-0.9,-0.7,-3
COc1ccc(C(=O)Cn2c(N3CCCCC3)nc3c2c(=O)n(C)c(=O)n3C)cc1OC,2,-3,-3,-1,94,3,nt,-2.2,2.0,-2
O=C(Cn1cc(C(F)(F)F)cc(Cl)c1=O)NCc1ccc(Cl)cc1,-3,-1,-2,-2,104,-7,nt,-1.9,-0.5,-2
COc1ccc(OC(C)=O)c(C2c3cc(OC)c(OC)cc3CCN2C(C)=O)c1 (centres undefined),-3,2,-3,-1,102,6,-2,-2.8,1.2,0
Cc1nc(=O)c(-c2ccccc2)c(C)n1-c1ccccc1C(=O)O,-2,-2,-2,19,nt,7,-11,0.5,-0.5,-6
CCc1ccc(OCC(=O)N2CCN=C2c2ccccc2)cc1,-2,-2,-4,6,nt,1,-6,-2.3,1.3,-4
CC(CCc1ccccc1)NC(=S)NC(=O)c1ccco1 (centres undefined),3,-8,8,34,107,-1,46,0.0,-1.6,0
Cc1[nH]c(=O)[nH]c(=O)c1S(=O)(=O)N1CCCC(C(=O)NCc2ccco2)C1 (centres undefined),nt,0,0,13,99,-8,2,-0.9,0.4,-8
CC1=NN(c2ccc(C(F)(F)F)cn2)C(=O)C1,1,11,4,7,88,-13,21,-1.9,-0.3,-2
CCOC(=O)C1=NN(C(C)=O)C2(CC(=O)N(c3cccc(C)c3)C2=O)C1 (centres undefined),-2,2,-1,-8,108,-21,-4,-0.3,1.1,0
COC(=O)c1ccc(NC(=O)C2CCN(C(=O)Nc3ccccc3)CC2)cc1,-2,2,-1,-38,103,0,22,0.1,-0.4,-6
Cn1c(CNC(=O)c2ccco2)nnc1SCC(=O)c1ccc(F)cc1,6,-2,3,2,107,-2,-2,-0.9,-1.1,-3
O=C(c1cc(-c2ccc(Br)cc2)nc2ccccc12)N1CCC1,2,-4,-3,28,104,-28,2,-2.6,-0.9,-1
C=CC(C)(C)c1[nH]cnc1/C=C1\NC(=O)C(C(C)C)NC1=O (centres undefined),-1,-1,3,20,103,-8,nt,-0.2,0.9,-1
CCN(CC)c1ccc(/C=N/N2CCN(Cc3ccccc3)CC2)c(O)c1,2,-13,-3,-3,98,-18,7,-1.9,-0.4,7
O=c1c(-c2ccc(Cl)cc2)[n+]([O-])c2ccccc2n1OCc1nc2ccccc2[nH]1,-4,0,1,2,111,6,2,0.1,0.3,0
CC(=NCCCN(C)C)C1=C(O)c2ccccc2C1=O,-4,-2,4,8,107,-5,1,-2.2,-2.0,1
N#Cc1ccc(CSc2ccccn2)c(Cl)c1,-6,-4,3,63*,104,-3,-3,-0.6,-0.6,3
COc1nnc(OC)c2ccccc12,-4,1,3,-2,102,-3,-1,-2.5,3.0,7
CC12CN3CCN(CC(C3)C1(O)CN1CCOCC1)C2 (centres undefined),1,0,1,28,92,-1,-2,0.3,1.1,-3

# Further records:
SMILES,CAL PDZ FP-1,DAGLB inh,V-ATPase pH,Arrestin-AP2 inh,Pemphigus Ab inh,RTF Ca sens inh,NSD2 HMT inh,CAL PDZ FP-2,LANA DNA inh,Keap1-Nrf2 PPI
COc1ccc(C(C)=O)cc1COc1ccc(F)cc1,nt,-5,0,10,104,5,-4,-1.4,1.6,6
CCOC(=O)CC1=C(C(=O)OCC)C(c2cc(OC)c(OC)cc2OC)C(C#N)=C(N)O1 (centres undefined),0,-2,1,0,97,-3,2,1.4,1.3,-2
O=C1/C(=C/c2ccccn2)SC(=S)N1NS(=O)(=O)c1ccccc1,nt,8,1,32,111,-2,8,0.2,0.9,5
COc1cc(CNCCCN2CCOCC2)c(Br)cc1OCC(=O)Nc1ccccc1C,nt,-1,-1,40,105,-4,0,0.2,1.4,-6
CCN(CC)S(=O)(=O)c1ccc(F)cc1,-3,0,-2,15,102,-21,-4,-2.0,2.5,-1
CNC(=O)/C(C#N)=C/c1c(N(Cc2ccccc2)Cc2ccccc2)nc2c(C)cccn2c1=O,-5,3,-3,13,102,15,2,-1.8,0.5,-1
COCCn1c(SCC(=O)Nc2cc(Cl)ccc2OC)nc2c(c1=O)SC(C)C2 (centres undefined),-3,1,0,19,93,0,nt,-1.1,0.6,-3
CCn1c2ccc(F)cc2c2nnc(SCCN3CCOCC3)nc21,-4,0,3,2,98,-9,-1,0.0,-0.2,5
CCCn1c(/C=C/c2ccccc2)nc2ccccc21,nt,-2,4,-1,96,-5,2,-3.6,-3.1,7
Cc1nc(C)n(CC(O)COc2ccc3ccccc3c2)n1 (centres undefined),-2,-1,-3,-1,97,-2,23,-4.7,0.7,3
O=c1c2ccccc2nnn1CSc1nnc(-c2cccc(S(=O)(=O)N3CCCCC3)c2)o1,-3,1,3,-3,nt,-6,9,-1.0,0.9,1
COC(=O)c1ccccc1NC(=O)c1c(Br)cnn1C,-2,-5,2,0,104,-4,-7,-1.6,0.5,3
CC(=O)c1cccc(NC(=O)COc2ccc3oc(=O)cc(C)c3c2)c1,0,-2,0,28,102,0,nt,-0.7,-0.1,-3
O=C(COC(=O)c1cc(S(=O)(=O)N2CCOCC2)ccc1F)Nc1ccc2c(c1)OCO2,2,-3,-1,0,nt,-3,-1,-0.8,0.4,1
O=C(CCCN1C(=O)c2cccc3cccc(c23)C1=O)N1CCN(c2ccccc2)CC1,-1,4,6,13,47*,-4,1,-1.5,-0.2,-2
COc1cccc(-n2cc(CN(C)C(=O)C3CCC(=O)N(C4CC4)C3)cn2)c1 (centres undefined),nt,-3,-1,nt,102,nt,-1,nt,nt,nt
COc1ccc(CCn2c(=N)c(C(=O)NCCN3CCOCC3)cc3c(=O)n4cccc(C)c4nc32)cc1OC,-3,1,2,3,104,-6,13,-2.1,-2.6,-2
CCOC(=O)N1CCN(C(=O)c2cc(COc3ccc(Cl)cc3OC)on2)CC1,-1,0,-1,40,98,-8,-4,-0.9,0.2,1
C=CCN=C1CC(C)(C)CC(=O)/C1=C(\O)CCCN1C(=O)c2ccccc2C1=O,0,0,12,4,111,2,-3,-1.9,1.4,-7
O=C(Nn1cnc2ccccc2c1=O)c1cccc(Cl)c1,-1,-1,0,-3,100,-1,-2,-0.6,0.0,-2
Cc1ccccc1C(=O)Nc1ccc(Cl)cn1,-3,0,1,11,95,-5,-1,-1.8,-1.4,1
COc1ccc(OC)c(C2CC(=O)C(C)C(c3cc(OC)ccc3OC)N2)c1 (centres undefined),-1,-3,0,-1,107,5,2,nt,2.1,-3
CC(C)(C)N1C(=O)[C@H]2[C@@H](c3ccc(Br)cc3)N3C(=O)N(c4ccccc4)C(=O)[C@@]3(C)[C@H]2C1=O,nt,0,0,-15,97,4,nt,-3.1,1.8,-3
O=C(Nc1c(F)c(F)c(F)c(F)c1F)c1ccc(Br)o1,nt,-4,-3,nt,101,nt,0,nt,nt,nt
Cc1nc2ccc(C(=O)N(C)CC3CCCN(CCc4ccc(Cl)cc4)C3)cc2[nH]1 (centres undefined),-5,1,0,2,103,-4,9,-2.0,0.5,-7

# Later entries.
SMILES,CAL PDZ FP-1,DAGLB inh,V-ATPase pH,Arrestin-AP2 inh,Pemphigus Ab inh,RTF Ca sens inh,NSD2 HMT inh,CAL PDZ FP-2,LANA DNA inh,Keap1-Nrf2 PPI
COc1cccc(CNC(=O)CN(C)S(=O)(=O)c2ccc3c(c2)n(C)c(=O)c(=O)n3C)c1,nt,2,1,5,103,-14,1,-0.3,-2.4,1
CC1(C)CC(c2csc(N)n2)CCO1 (centres undefined),8,2,-4,-1,105,-13,1,nt,0.7,0
S=c1nc(SCc2ccccc2)[nH]c2ccccc12,0,-1,0,29,102,-3,-10,-0.7,-0.7,1
COc1ccc(C)cc1NC(=O)NCCCCc1ccccc1,-2,-5,0,-3,103,-12,-2,17,1.0,-1
COc1cccc(Nc2c(F)c(OC)c(F)c(F)c2C(=O)O)c1,nt,3,3,4,111,-3,1,0.1,-0.5,-2
CC(C)(C)NC(=O)CN(C(=O)c1csnn1)c1ccccc1-c1ccccc1,-3,-7,-1,-15,106,-8,-2,-2.1,2.5,-5
CCOC(=O)C1=C(CN2CCN(CCC#N)CC2)NC(=O)NC1c1ccc2c(c1)OCO2 (centres undefined),17,1,-2,12,99,-10,1,0.4,0.3,-2
C=CCn1c(SCC(=O)O)nnc1-c1ccccc1,nt,3,-3,-8,109,0,-1,-0.4,-1.0,-9
COc1ccc(-c2nc(C#N)c(NCC3CCCO3)o2)cc1 (centres undefined),0,1,4,8,84,6,0,-3.6,1.2,-3
NC(=O)CSc1nc(-c2ccccc2)nc2c1CCCC2,-4,-2,-1,-2,101,6,-3,-2.4,1.4,-3
CSc1ccc(/C=N/N2CCN(Cc3ccccc3)CC2)cc1,-6,-7,0,-4,93,0,-1,0.7,1.1,-6
CC(=O)Nc1ccc(S(=O)(=O)N(Cc2ccccc2)C(C)C)cc1,-2,-2,-1,-9,106,-6,2,-0.1,1.5,0
CC1CN(C(=O)COC(=O)c2cc(Cl)ccc2Cl)CC(C)O1 (centres undefined),nt,1,3,14,106,1,-1,0.1,-0.5,-1
Cc1nc2ccccc2nc(C)c1=NOCc1ccc(Cl)cc1Cl,-2,-7,1,-10,98,-2,-3,0.5,-1.9,-1
O=C(NC(=S)Nc1cccc(Cl)c1N1CCCCC1)c1cccs1,-2,-12,12,1,98,-3,-1,nt,0.5,0
COC(=O)c1cc(Cl)c(NC(=O)c2cc(OC)c(OC)c(OC)c2)cc1OC,nt,1,3,-11,111,-3,-10,-2.8,1.4,-4
O=C1N=c2ccccc2=C1c1sc(NS(=O)(=O)Cc2ccccc2)nc1O,-3,12,-3,-15,93,-14,11,1.1,0.2,-5
